p97 ATPase inh – inhibitors of human p97 ATPase, primary screen, biochemical. recombinant p97 ATPase, Kinase-Glo ATP luminescence, 3 h. inhibition, % at 8 µM. 220,000 tested, 0.42% active. AID 1481, 2009; in the data active = inhibition above about 15%;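 note: 0% = DMSO vehicle and 100% = wells lacking enzyme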
FXIa inh – human FXIa protease inhibitors, primary screen, biochemical, 1536-well. Coagulation factor XI (Homo sapiens), P03951. purified FXIa, Boc-Glu-Ala-Arg-AMC fluorogenic substrate. inhibition, % at 5 µM. 220,000 tested, 0.14% active. AID 798, 2007;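 active = inhibition of at least 40%; inactive = inhibition below 40%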;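 note: fluorescence of freed AMC excited at 355 nm; 0% = enzyme without compound and 100% = no enzyme blank; many of its hits are not listed in these tables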
Rad51 HR inh – human RAD51 strand exchange inhibitors, primary screen, biochemical, fluorescence; DNA repair protein RAD51 homolog 1 (Homo sapiens), Q06609; 200,000 tested, 0.085% active; hRad51 DNA strand exchange, fluorescence dequenching; inhibition, % at 10 µM;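 active = inhibition above 40% at the single screening dose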;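 note: 0% = DMSO control wells and 100% = blanks with heterologous ssDNA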
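Material: hRad51 filaments on single-stranded DNA; Reagent: Donor/quencher-labelled 47-bp dsDNA substrate; Compound: 10 µM final, single point; Schedule: 37 °C 15-min filament assembly, 30-min compound preincubation, 15-min exchange; Technique: FRET fluorescence, excitation 485 nm, emission 520 nm; Benchmarks: control wells and blank wells on each plate.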
eIF4E-4G inh – eIF4E–eIF4G protein interaction inhibitors, primary screen, biochemical, uHTS, TR-FRET, eIF4GI fragment. 220,000 tested, 0.37% active. inhibition, % at 21.7 µM. AID 782, 2007. TR-FRET eIF4E-eIF4GI(517-606) binding, 2 h. Eukaryotic translation initiation factor 4E (Mus musculus) + Eukaryotic translation …;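 active = inhibition above about 30%, limit read from the data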;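 note: 0% = full FRET control wells and 100% = background wells lacking eIF4GI fragment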
Target sequence (P63073 whole entry, looked up, the tested form may be a part): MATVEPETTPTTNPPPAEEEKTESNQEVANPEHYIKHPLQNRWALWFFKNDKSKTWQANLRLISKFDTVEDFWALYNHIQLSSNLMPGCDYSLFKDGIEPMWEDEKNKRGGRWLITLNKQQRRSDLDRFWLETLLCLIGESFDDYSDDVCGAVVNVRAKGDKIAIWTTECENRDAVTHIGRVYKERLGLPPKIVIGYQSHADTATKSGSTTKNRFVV
Target sequence (Q04637 whole entry, looked up, the tested form may be a part): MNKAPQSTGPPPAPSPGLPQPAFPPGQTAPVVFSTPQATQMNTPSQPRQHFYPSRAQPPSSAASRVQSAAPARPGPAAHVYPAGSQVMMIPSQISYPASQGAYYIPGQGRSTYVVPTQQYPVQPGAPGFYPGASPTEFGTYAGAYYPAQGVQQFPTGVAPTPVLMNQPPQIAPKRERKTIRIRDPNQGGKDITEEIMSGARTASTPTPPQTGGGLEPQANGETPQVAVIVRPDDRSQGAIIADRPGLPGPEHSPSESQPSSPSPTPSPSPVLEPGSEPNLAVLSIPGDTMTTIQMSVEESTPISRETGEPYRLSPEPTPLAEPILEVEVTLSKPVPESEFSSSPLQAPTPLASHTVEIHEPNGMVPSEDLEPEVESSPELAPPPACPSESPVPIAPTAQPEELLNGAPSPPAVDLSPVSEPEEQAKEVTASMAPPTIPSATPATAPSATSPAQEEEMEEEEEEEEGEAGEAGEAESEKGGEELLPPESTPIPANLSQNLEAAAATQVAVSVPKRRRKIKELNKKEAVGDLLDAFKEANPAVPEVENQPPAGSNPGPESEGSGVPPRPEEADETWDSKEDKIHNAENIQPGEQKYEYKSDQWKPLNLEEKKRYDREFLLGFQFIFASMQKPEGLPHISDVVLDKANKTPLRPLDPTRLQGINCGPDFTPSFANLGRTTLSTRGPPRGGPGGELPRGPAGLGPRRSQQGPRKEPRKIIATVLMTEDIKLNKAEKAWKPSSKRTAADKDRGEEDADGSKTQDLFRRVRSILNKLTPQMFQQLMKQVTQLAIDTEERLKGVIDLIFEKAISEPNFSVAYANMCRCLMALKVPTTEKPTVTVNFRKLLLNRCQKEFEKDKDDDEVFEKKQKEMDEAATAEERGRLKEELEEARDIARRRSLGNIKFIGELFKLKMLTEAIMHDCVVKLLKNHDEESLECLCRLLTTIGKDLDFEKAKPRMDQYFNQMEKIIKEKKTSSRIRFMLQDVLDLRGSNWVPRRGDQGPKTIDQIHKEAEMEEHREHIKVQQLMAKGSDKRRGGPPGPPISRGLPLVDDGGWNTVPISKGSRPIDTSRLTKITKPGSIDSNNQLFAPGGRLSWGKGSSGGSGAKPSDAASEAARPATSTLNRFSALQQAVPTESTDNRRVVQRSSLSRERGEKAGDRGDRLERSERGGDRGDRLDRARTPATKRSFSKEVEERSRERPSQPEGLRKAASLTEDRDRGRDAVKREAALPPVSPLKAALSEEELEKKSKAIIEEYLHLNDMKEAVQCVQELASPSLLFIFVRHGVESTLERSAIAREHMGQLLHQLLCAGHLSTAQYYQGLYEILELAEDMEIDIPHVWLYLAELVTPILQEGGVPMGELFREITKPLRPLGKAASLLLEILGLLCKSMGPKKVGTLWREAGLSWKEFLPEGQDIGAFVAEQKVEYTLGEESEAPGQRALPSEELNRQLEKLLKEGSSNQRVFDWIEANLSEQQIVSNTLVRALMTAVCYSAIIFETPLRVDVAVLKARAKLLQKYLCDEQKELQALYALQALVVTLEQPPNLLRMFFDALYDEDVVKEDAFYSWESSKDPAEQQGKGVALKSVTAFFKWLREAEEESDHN
Wee1 stabilizer – Wee1 degradation inhibitors, primary screen, cell-based, HeLa, Wee1K328M-luciferase, luminescence; Wee1-like protein kinase (Homo sapiens), P30291; reporter increase, % at 5 µM; AID 1321, 2008; 220,000 tested, 1.2% active; HeLa Luc-Wee1K328M stability; 100% = proteasome inhibitor MG132 effect;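 active = activation above the mean of all tested compounds plus 3 SD, set per screening run, cut at about 8.8% in these data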;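 note: cells exposed to compound for 20 h before luminescence read; 0% = DMSO alone and 100% = MG132 at 30 µM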
Mdm2 ligase inh – MDM2-luciferase reporter signal enhancers, primary screen, MDM2 E3 ligase inhibitor project, cell-based, luminescence, 1536-well; signal enhancement, % at 5 µM; E3 ubiquitin-protein ligase Mdm2 (Homo sapiens), Q00987; cell-based MDM2 ubiquitination luciferase reporter, 2 h; 0 = plate control, 100 = twice control, blank-subtracted; AID 1230, 2008; 210,000 tested, 0.11% active;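 active = signal enhancement of 30% or more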;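 note: luminescence tracks abundance of the self-degrading MDM2-luciferase fusion protein; higher signal means inhibition of MDM2 E3 ligase activity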
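Test system: mammalian cells stably expressing self-ubiquitinating, self-degrading MDM2 E3–luciferase fusion; Amount: 2000 cells in each well; Medium: DMEM; Schedule: 4 h settle plus 2 h compound, 37 °C; Technique: SteadyLite luciferase luminescence after 15 min room-temperature reagent incubation; Benchmarks: plate control and blank wells.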
FXIIa inh – human FXIIa protease inhibitors, primary screen, biochemical, 1536-well; Coagulation factor XII (Homo sapiens), P00748; purified FXIIa, Boc-QGR-AMC fluorogenic substrate, 2 h; inhibition, % at 5 µM; 220,000 tested, 0.3% active; in the data active = inhibition above about 40%;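 note: 0% = enzyme with no compound and 100% = blank without enzyme; many of its hits are not listed in these tables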
KLK5 inh – human KLK5 protease inhibitors, primary screen, biochemical, 1536-well; Kallikrein-5 (Homo sapiens), Q9Y337; recombinant hK5, fluorogenic AMC substrate cleavage; inhibition, % at 5 µM; 210,000 tested, 0.59% active; AID 873, 2007;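 active = inhibition of 40% or more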;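 note: 0% = enzyme controls without compound and 100% = no-enzyme blanks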
14-3-3 Bad PPI – inhibitors of 14-3-3 zeta/Bad binding, primary screen, biochemical, TR-FRET, bovine 14-3-3 zeta; inhibition, % at 21.7 µM; 220,000 tested, 0.71% active; TR-FRET 14-3-3zeta/Dy647-pBad peptide displacement, 1 h; 14-3-3 protein zeta/delta (Bos taurus), P63103;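 active = inhibition above about 70%, limit read from the data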;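 note: 0% = full 14-3-3 plus peptide FRET controls and 100% = background without 14-3-3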
* = called active by the depositor; nt = no result given; [ ] = dose if it differs, or a comment.

SMILES	p97 ATPase inh	FXIa inh	Rad51 HR inh	eIF4E-4G inh	Wee1 stabilizer	Mdm2 ligase inh	FXIIa inh	KLK5 inh	14-3-3 Bad PPI
COc1cc(CN2CCNC(=O)C2CC(=O)O)cc(OC)c1 (stereo not drawn)	-2.2	-3.0	7.1	-0.3	1.8	-10.1	7.1	1.5	-3.9
Cc1ccc(NC(=S)/C(=C(\[O-])c2ccc(Cl)s2)[n+]2cccc(CO)c2)cc1C	4.1	17.8	-7.4	0.3	1.9	-17.4	10.5	12.2	-21.9
COc1cc(C(=O)OCC(=O)NCc2ccccc2)cc(NC(=O)c2ccco2)c1OC	-2.9	6.0	-5.6	-35.8	-1.1	-0.3	11.4	-8.4	28.8[fluorescence artefact?]
Cn1ccnc1SCC(=O)n1c2c(c3ccccc31)CCCC2	-3.0	-4.2	12.7	1.8[fluorescence artefact?]	6.8	-0.8	-8.1	-6.7	33.3[fluorescence artefact?]
NC(=O)CSc1ncnc2c1oc1ccccc12	3.9	-10.3	-14.7	-0.8	-3.3	-27.2	-2.2	8.2	4.2
O=C(NNC1CC(=O)N(c2cccc(Cl)c2)C1=O)c1cccnc1 (stereo not drawn)	4.7	-1.8	5.1	24.4[fluorescence artefact?]	3.4	10.1	2.4	-11.6	-2.8
Cc1cc(C)c2nc3nc(C)cc(C)c3c(N)c2c1	-7.8	-3.8	-11.3	1.2[fluorescence artefact?]	-1.8	-17.2	2.7	14.0	7.9
O=S(=O)([N-]c1nc2ccccc2nc1-[n+]1ccccc1)c1ccc(F)cc1	0.3	-3.2	4.5	1.7	-0.6	6.4	10.2	0.9	-1.6
Clc1ccc(Cc2nc(-c3ccncc3)no2)cc1	3.4	-4.6	5.2	1.1	6.3	-2.1	0.1	-2.2	2.9
CCOC(=O)c1c(-c2ccccc2)oc2ccc(O)c(CN(C)C)c12	-10.8	-9.4	-4.8	3.5[fluorescence artefact?]	2.6	2.8	2.4	-7.1	-21.7
COc1ccc(/C=N\NC(=O)c2ccc(=O)[nH]n2)cc1O	7.2	16.1	-4.9	1.3	1.4	-1.0	24.8	0.3	-5.0[fluorescence artefact?]
C=CCC(Nc1ccccc1)c1cccc(OC)c1OC (stereo not drawn)	5.4	-0.4	nt	2.6	0.4	-4.1	2.6	-1.3	-10.0

Quoted at random: 2 records from the list.
SMILES	p97 ATPase inh	FXIa inh	Rad51 HR inh	eIF4E-4G inh	Wee1 stabilizer	Mdm2 ligase inh	FXIIa inh	KLK5 inh	14-3-3 Bad PPI
C=CCC(Nc1ccccc1)c1cccc(OC)c1OC (stereo not drawn)	5.4	-0.4	nt	2.6	0.4	-4.1	2.6	-1.3	-10.0
COc1ccc(/C=N\NC(=O)c2ccc(=O)[nH]n2)cc1O	7.2	16.1	-4.9	1.3	1.4	-1.0	24.8	0.3	-5.0[fluorescence artefact?]

The list continues.
SMILES	p97 ATPase inh	FXIa inh	Rad51 HR inh	eIF4E-4G inh	Wee1 stabilizer	Mdm2 ligase inh	FXIIa inh	KLK5 inh	14-3-3 Bad PPI
O=C(O)CCCCCCCCCCCc1ccccc1	0.4	-0.8	-41.8	6.7	-1.2	-9.5	5.3	2.2	-16.2
COC(=O)CCCC[C@@H]1SC[C@@H](NC(=O)OC)[C@@H]1NC(=O)OC	1.2	-1.5	6.5	1.5	1.8	-2.7	9.3	-12.9	-3.9
Cc1ccc(-c2cc3nc(-c4ccc(Br)cc4)cc(N)n3n2)cc1	-2.2	-1.8	0.8	4.1	-4.6	-14.0	-4.0	-2.6	3.5[fluorescence artefact?]
COC(=O)c1c(C(=O)OC)c2oc3ccccc3n2c1Cl	-1.1	-4.6	-2.4	3.6	0.5	-24.9	-6.8	2.1	7.1[fluorescence artefact?]
Clc1ccc(-c2nnc(N3CCCC3)nn2)cc1	7.6	-4.7	0.9	-6.6	6.6	-39.0	9.8	-17.9	2.8
Cc1ccc(S(=O)(=O)NC(=O)Nc2cccc(C)n2)cc1	6.6	-0.5	-26.9	2.6	-0.8	1.2	1.0	-3.6	0.3
CCOC(=O)N1CCN(S(=O)(=O)c2cccc3nsnc23)CC1	3.2	3.5	-5.1	1.8	0.7	-17.4	15.5	-0.6	-4.3
CCC(=O)N1CCN(c2ccc(NC(=O)c3ccc(N4CCCC4)c([N+](=O)[O-])c3)cc2)CC1	3.3	0.0	3.8	-2.3	1.2	-7.6	8.0	-8.1	-6.2
COCCn1c(=NC(=O)C2COc3ccccc3O2)sc2cc(S(N)(=O)=O)ccc21 (stereo not drawn)	-0.6	-0.9	nt	13.9	6.2	-7.6	10.3	-13.3	3.8
Cn1c(C(O)c2ccc3c(c2)OCO3)nc2ccccc21 (stereo not drawn)	2.5	-0.4	0.2	-7.7[fluorescence artefact?]	2.8	-3.0	-7.3	-9.5	5.0[fluorescence artefact?]
CCCCCCOC(=O)/C=C/c1c(C)[nH]c(=O)[nH]c1=O	1.5	-1.8	-0.5	-6.0	-0.4	-28.9	12.0	-10.7	8.7
O=C(NNC(=O)c1nn(-c2ccc(F)cc2)ccc1=O)Nc1cccc(Cl)c1	4.5	2.5	14.6	3.9	5.1	2.5	5.4	-3.1	-4.4
Cc1nnc(Sc2cc(C(=O)NCCCOC(C)C)c3ccccc3n2)s1	0.7	-1.1	nt	0.9	-1.0	-6.5	0.9	-1.7	-11.4
Cc1[nH][nH]c(=O)c1C(c1ccc([N+](=O)[O-])cc1)c1c(C)[nH][nH]c1=O	9.8	9.3	-25.2	-0.8	10.9*	-10.1	9.4	-2.5	-7.5
CCN(CC)S(=O)(=O)c1cccc(-c2nnc(SCC(=O)N3CCC(C(=O)O)CC3)n2N)c1	4.8	-1.0	-8.6	-1.6	-3.9	9.0	8.2	-2.3	-8.8
Cc1ccc(S(=O)(=O)CC(C)(O)CS(=O)(=O)c2ccc(C)cc2)cc1	1.3	-0.2	13.6	-2.6	2.6	-4.9	5.6	-5.7	-9.3
O=C(Cn1c2c(c(-c3ccccc3)cc1=O)CCCC2)N1CCCCCC1	-5.4	7.2	-5.0	0.8	1.8	nt	10.5	-14.6	3.5
COc1ccc(C2Nc3ccccc3C(=O)N2NS(=O)(=O)c2ccccc2)cc1OC (stereo not drawn)	5.3	-0.4	1.3	-5.6	-0.8	-1.4	4.2	-2.7	-5.2
O=C(Nc1ccc(O)cc1C(=O)O)c1cccc(Br)c1	6.5	-2.6	6.1	1.2	-0.6	-13.3	4.7	9.3	-4.8
Clc1ccc(C2=Nn3c(nnc3-c3n[nH]c4c3CCC4)SC2)cc1	4.1	0.1	-0.8	-6.2	2.5	-3.5	9.4	-1.6	4.5[fluorescence artefact?]
OC(CC#CCN1CCCC1)(c1ccccc1)c1ccccc1	0.4	-1.4	7.4	0.0	3.6	-4.5	6.3	-2.2	6.4
COCCn1c(SCC(=O)N2CCCC2)nnc1-c1ccoc1C	1.6	7.0	-5.1	1.9	-0.5	3.3	16.2	3.4	1.2
CN(C)CCOC(=O)C12CC3CC(C1)CC(C(=O)OCCN(C)C)(C3)C2	4.9	3.7	nt	-2.1	-2.7	-13.2	10.1	4.6	0.3
Cc1ccc(N2C(=O)C(CN(C)C)C2c2ccccc2)cc1 (stereo not drawn)	-0.8	0.8	0.1	-10.4[fluorescence artefact?]	-1.0	-21.9	13.5	4.9	-5.9
CNC(=O)CC1C(=O)N(c2ccc(OC)cc2)C(=S)N1NC(=O)c1cccc(F)c1 (stereo not drawn)	-4.7	3.5	12.4	4.5	-3.0	-17.4	10.7	1.5	-3.0
Cc1ccc(-n2nc(C)c3c(C)cc(=O)[nH]c32)cc1	-4.8	-10.9	-4.1	5.2	1.4	-8.4	28.5	-17.6	1.3
COc1ccc(C(=O)/C=C2/c3ccccc3CC(C)(C)N2C)cc1	-1.8	-6.5	-5.0	2.6	4.7	-17.5	2.2	-17.3	0.7
COc1cc(C)ccc1OCCCOc1c(Cl)cccc1Cl	3.4	0.7	nt	7.2	-1.1	nt	2.4	-28.4	-2.4
CCc1nnc(NC(=O)CSc2ncc(-c3ccccc3)n2CC)s1	-1.7	-10.6	-0.5	-12.7[fluorescence artefact?]	-0.8	-20.2	4.3	-26.5	-18.7
CCOC(=O)c1c(C)n(OC)c2ccc3c(no[n+]3[O-])c12	3.0	-1.6	-0.7	-6.0[fluorescence artefact?]	-0.4	-2.6	11.6	5.8	3.9
COC(=O)N/N=C/c1c(C)c(C(=O)c2ccc(F)cc2)n2ccccc12	1.1	7.4	-11.5	-3.5	-2.7	-16.8	2.5	-0.8	-8.3[fluorescence artefact?]
C#CCOCCOCCOCCNc1nc(N2CCOCC2)nc(N2CCN(C(=O)[C@H](CCCCN)n3cc([C@@H](N)C(C)CC)nn3)CC2)n1 (stereo partly drawn)	6.8	1.8	2.0	4.7	-2.1	nt	12.7	4.0	18.7
O=C1NC(=S)N/C1=C/c1cccnc1	1.0	2.0	16.6	-6.8	1.8	-9.7	18.5	5.0	-1.6
COc1ccc(N2CCN(S(=O)(=O)c3ccc(Br)s3)CC2)cc1	2.3	3.1	2.1	4.1	6.8	12.9	-0.1	-4.5	-7.8
CN1C(=O)CSc2ccc(NC(=O)NCCC3=CCCCC3)cc21	0.0	4.5	-2.1	-11.6	0.6	10.0	4.8	-8.1	1.0
O=P(O)(CP(=O)(c1ccccc1)c1ccccc1)c1ccccc1O	4.7	3.2	-6.2	-3.2	6.3	-10.3	12.6	1.8	6.3[fluorescence artefact?]
Nc1nc(N)nc(-c2ccccc2-c2nc(N)nc(N)n2)n1	7.6	7.5	-4.8	-0.4	2.0	-16.2	6.7	-6.0	0.5
CCOc1ncccc1C(=O)N1CCN(S(=O)(=O)c2ccccc2)CC1	-5.7	39.3	2.7	4.6	1.7	-3.8	32.3	18.3	-1.2
Cc1cccc(NC(=O)C2(c3cccs3)CCOCC2)n1	2.6	-2.4	7.0	-5.3	-0.1	-12.7	-1.0	-3.3	3.9
O=[N+]([O-])c1ccc(O)c(/C=N/n2c(CO)nc3ccccc32)c1	6.5	-3.7	4.3	-2.1	2.6	-17.0	8.7	-3.7	-0.7
Cc1cccc(NC(=O)/C(=C\c2cccs2)NC(=O)c2ccccc2)c1	-2.6	1.2	1.1	-4.1	5.6	-6.1	-1.4	-22.3	9.4[fluorescence artefact?]
COC(=O)Cc1n[nH]c(=S)[nH]c1=O	2.6	-4.0	-4.8	-3.5	3.1	-6.1	13.2	-24.4	-7.6
COc1ccccc1C(=O)OCC(=O)c1cccc([N+](=O)[O-])c1	3.9	4.8	nt	4.3	0.9	-5.9	12.0	-6.5	1.1[fluorescence artefact?]

From PubChem BioAssay
